Xi reactivation = X-chromosome reactivation activator; 0.055% of 360,000 active; activation, % at 7.58 µM; AID 743238; XiGFP mouse fibroblasts, % GFP-positive cells imaging, 3 d; cells co-treated with 5-aza-dC sensitizer; scaled so ellipticine positive control = 100%;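 active means mean normalized replicate activation at least 10% and every replicate at or above 10%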;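 further: 0% = median of on-plate neutral control wells and 100% = ellipticine 6 µM median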
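System: 68-5-11 XiGFP fibroblast line; Timing: 3 days compound exposure; Compound dosing: one concentration, pinned; Benchmarks: positive control ellipticine, 6 µM final; Buffer or medium: DMEM containing 5-aza-dC.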
RAD54 branch = blocks human RAD54 Holliday junction branch migration. FAM/BHQ fluorescence. inhibition, % at 10.4 µM. 0.14% of 360,000 active. AID 602329;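 active means mean normalized replicate activity at least 40 and at least half of replicates scoring 40 or more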;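 further: 0% = median of neutral control wells and 100% = median of positive control wells; inhibitors cause a drop in the FAM fluorescence signal; in these data hits start at about 50%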
Target sequence (Q92698 whole entry, looked up): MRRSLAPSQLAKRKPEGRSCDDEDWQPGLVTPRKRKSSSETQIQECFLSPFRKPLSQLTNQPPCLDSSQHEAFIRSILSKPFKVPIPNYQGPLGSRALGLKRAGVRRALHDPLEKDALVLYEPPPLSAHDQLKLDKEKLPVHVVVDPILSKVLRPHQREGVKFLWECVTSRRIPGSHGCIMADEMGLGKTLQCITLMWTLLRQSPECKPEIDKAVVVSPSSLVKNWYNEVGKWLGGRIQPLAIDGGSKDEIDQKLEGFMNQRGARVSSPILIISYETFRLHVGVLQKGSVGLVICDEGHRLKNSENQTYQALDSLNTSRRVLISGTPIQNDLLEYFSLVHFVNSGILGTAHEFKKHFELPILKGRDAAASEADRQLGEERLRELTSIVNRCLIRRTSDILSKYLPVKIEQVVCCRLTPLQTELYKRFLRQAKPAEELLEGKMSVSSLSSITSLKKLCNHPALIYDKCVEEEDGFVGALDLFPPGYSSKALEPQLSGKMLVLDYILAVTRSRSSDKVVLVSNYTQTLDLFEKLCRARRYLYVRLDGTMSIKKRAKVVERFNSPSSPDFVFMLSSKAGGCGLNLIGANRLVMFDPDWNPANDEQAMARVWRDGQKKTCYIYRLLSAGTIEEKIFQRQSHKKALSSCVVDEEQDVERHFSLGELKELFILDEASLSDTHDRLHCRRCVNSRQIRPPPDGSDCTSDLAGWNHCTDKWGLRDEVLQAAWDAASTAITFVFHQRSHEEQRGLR
INS-1E GSIS act = primary screen for activators of insulin secretion dependent on glucose, INS-1E cells, GLuc reporter luminescence | activation, % at 16.6 µM | INS-1E GLuc reporter insulin secretion, 2-3 h | 0.61% of 370,000 active;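 active means lowest replicate activation of at least 40%, so every replicate reaches that level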;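 further: 0% = median of neutral control wells and 100% = median of IBMX positive control wells; some compounds called inactive have numbers as strong as hits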
Casp6 inh = caspase-6 (human) enzyme inhibition; P55212; purified caspase-6, Z-VEID-R110 cleavage fluorescence; inhibition, % at 12.5 µM; 0.53% of 350,000 active; AID 686996;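 active means mean inhibition across replicates at least about 35%, with every replicate also reaching that limit, limit read from the data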;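 further: 0% = median of neutral control wells and 100% = no fluorescence left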
Target sequence (P55212 24-179 limits assumed): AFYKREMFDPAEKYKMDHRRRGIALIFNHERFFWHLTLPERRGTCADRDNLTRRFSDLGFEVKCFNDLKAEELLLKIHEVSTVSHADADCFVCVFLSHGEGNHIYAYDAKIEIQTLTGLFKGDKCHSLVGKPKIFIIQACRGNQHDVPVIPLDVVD
Target sequence (P55212 194-293 limits assumed): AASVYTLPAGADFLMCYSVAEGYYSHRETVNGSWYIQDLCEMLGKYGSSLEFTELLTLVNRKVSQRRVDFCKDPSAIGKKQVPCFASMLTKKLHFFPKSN
DENV2 CPE rescue = protects cells from dengue virus 2 cytopathic effect. DENV2-infected cells, cytopathic effect rescue, plate reader. CPE inhibition, % at 9.99 µM. 1.7% of 350,000 active; in the data active means CPE inhibition above about 20%, passing the limit was not always enough; tested in BHK-21 cells;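 further: 0% = median of neutral control wells and 100% = median of positive control wells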
RAD52 anneal inh = blocks human RAD52 DNA annealing | P43351 | recombinant RAD52 DNA annealing, FRET fluorescence | inhibition, % at 18.7 µM | 0.46% of 360,000 active | AID 651710;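 active means every replicate showing at least 50% inhibition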
CFTR F508del cor = correctors of CFTR F508del function in bronchial epithelial cells | CFBE cells, YFP halide quenching; stimulated with forskolin plus potentiator P3; % fluorescence drop versus neutral controls | activity (quench increase), % at 7.58 µM | 0.36% of 350,000 active | AID 720511;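 active means mean added fluorescence quench of at least 8% versus neutral control, with both replicates also reaching 8%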;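 further: cells transiently co-express mutant CFTR-F508del with the halide-sensitive YFP; corrector assay measuring rescue of mutant channel to the surface after 24 h compound exposure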
E-selectin induc = E-selectin induction on HUVECs | P16581 | HUVEC E-selectin immunofluorescence imaging; normalized: neutral wells 0, TNF-alpha wells 100 | activation, % at 7.58 µM | 0.37% of 260,000 active;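 active means mean E-selectin-positive cell signal at least 10% of the positive control, reached in at least 60% of replicates, without over 20% cell loss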;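 further: in these data hits start at about 27%; measured in HUVEC primary endothelial cells; signal is the percent of cells scored E-selectin positive by PE staining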
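Read-out basis: % PE-positive cells; Test system: HUVEC primary endothelial cells; Technique: immunofluorescence imaging; Dosing: single-point compound dose.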
Numbers without * were called inactive; . = not tested or not shown.

The line under a structure holds: Xi reactivation	RAD54 branch	INS-1E GSIS act	Casp6 inh	DENV2 CPE rescue	RAD52 anneal inh	CFTR F508del cor	E-selectin induc
1: Cc1ccccc1C(=O)NC1CCN(C(=O)NCc2ccccc2)CC1
 : 0.0	-5	2	-3	8	-14	-3.6	.
2: O=C(CSc1nc(=O)n2ccccc2n1)NC1CCCCC1
 : 0.0	2	18	0	-4	-14	-0.8	-0.7
3: CCOC(OCC)c1cn(Cc2ccc(C(=O)c3ccccc3)cc2)nn1
 : 0.0	-11	-30	2	-12	-69	-0.3	.
4: C[C@H](CO)N1C[C@H](C)[C@H](CN(C)CC2CCCCC2)Oc2c(NC(=O)C3CCOCC3)cccc2C1=O
 : -0.6	7	30	0	-3	12	2.8	-0.5
5: CCCNCc1cc(OCC)c(OCC(=O)Nc2ccccc2)cc1Br
 : 0.1	.	-1	-2	0	-29	-2.6	.
6: CO[C@H]1CN(C)C(=O)c2ccc(NC(C)=O)cc2OC[C@@H](C)N(Cc2cccc(F)c2)C[C@@H]1C
 : 0.0	.	9	.	.	.	-0.6	0.0
7: CCN(CC)S(=O)(=O)c1ccc2nc(NC(=O)c3ccco3)sc2c1
 : 0.1	.	-1	2	.	-24	0.9	.
8: Cc1ccc(SC(C)C(=O)NCC(C)C)cc1 (stereo not drawn)
 : .	-12	1	0	-4	-10	-3.5	.
9: CCCCNC(=O)Nc1ncn[nH]1
 : 0.0	0	8	17	1	3	1.9	-0.1
10: Cc1ccccc1C(=O)NNC(=S)NC(=O)COc1ccccc1
 : .	.	3	3	-3	-8	-3.6	.
11: CN(C)C(=O)c1ccc(-c2ccccc2[C@H]2[C@@H](C#N)N(C(=O)C3CCCCC3)[C@H]2CO)cc1
 : 0.0	.	-14	0	3	7	3.1	0.1
12: CCN1N=C(c2ccccc2)CCC1=O
 : 0.0	1	16	2	-5	3	-4.8	0.0
13: Cc1c(C)n(Cc2ccccc2)c2ccc(C(=O)NCCN3CCOCC3)cc12
 : 0.2	-11	0	-7	1	16	-0.4	3.3
14: Cc1sc2nc(C)n(/N=C/N(C)C)c(=O)c2c1C
 : -0.1	-9	1	1	-1	-6	-1.7	2.3
15: COc1ccccc1CN1CCNC(=O)C1CC(=O)NCC1CCOCC1 (stereo not drawn)
 : 0.1	4	11	-5	-4	-42	-0.3	.
16: N#CCc1ccc(OC(=O)c2cccnc2Cl)cc1
 : 0.0	6	2	1	-2	-5	-0.3	1.1
17: COc1ccc(CNC(=O)C(C)OC(=O)CCN2C(=O)C3CC=CCC3C2=O)cc1 (stereo not drawn)
 : 0.0	7	1	3	3	-12	-1.2	3.8
18: O=C(Oc1cccc([N+](=O)[O-])c1)N1CCCCC1
 : 0.0	.	25	1	-2	-3	.	-0.4
19: COc1ccccc1/C=C(/CC(=O)NCc1ccccc1)c1nc2ccccc2s1
 : 0.0	-4	-23	.	.	.	.	0.6
20: CSCC[C@H](NC(=O)N1CCn2c1nc1ccccc12)C(=O)NCc1ccco1
 : 0.0	11	-2	-1	-2	-37	0.2	.

Carrying on:
The line under a structure holds: Xi reactivation	RAD54 branch	INS-1E GSIS act	Casp6 inh	DENV2 CPE rescue	RAD52 anneal inh	CFTR F508del cor	E-selectin induc
21: COc1ccc(N(C)S(=O)(=O)c2cccc(C(=O)OCC(=O)N3CC(C)CC(C)C3)c2)cc1 (stereo not drawn)
 : 0.1	2	.	2	-7	-4	-3.0	-0.1
22: CCc1ccc(S(=O)(=O)/N=C2\C=C(Nc3ccc(C(=O)O)cc3)C(=O)c3ccccc32)cc1
 : 0.0	2	-23	97*	4	2	2.9	-0.1
23: COC(=O)c1ccc(C(=O)N2CCCC(Nc3ccc(C(C)C)cc3)C2)nc1 (stereo not drawn)
 : 0.1	7	-6	-1	4	-8	0.9	.
24: CCC(=O)N1CC2(C1)[C@H](c1ccc(-c3ccc(C)cc3)cc1)[C@H](CO)N2S(C)(=O)=O
 : 0.1	.	-18	0	-5	-16	-0.6	-0.3
25: CC(C)(C)OC(=O)NCC1CCC(C(=O)NC[C@H](CC(=O)O)c2ccc(Cl)cc2)CC1 (stereo partly drawn)
 : 0.1	2	-2	1	13	-6	-0.8	0.0
26: O=c1oc(Cl)c(Cl)c2ccccc12
 : -0.1	3	12	-7	-3	3	-2.9	0.0
27: CCOC(=O)C1(CCOC)CCN(Cc2nc(C(C)C)cs2)CC1
 : -0.1	.	-6	1	-6	-8	-1.6	.
28: CC(C)C#Cc1cnc2c(c1)C(=O)N([C@@H](C)CO)C[C@H](C)[C@H](CN(C)C(=O)c1ccccc1)O2
 : .	-2	.	0	-3	8	-0.3	.
29: COCC(=O)N(C)C[C@@H]1Oc2cc(C#CC3CCCC3)ccc2S(=O)(=O)N([C@@H](C)CO)C[C@H]1C
 : -1.2	.	-10	.	.	.	-1.5	1.1
30: O=C(CCC1CCCN(C(=O)c2ccsc2)C1)NCc1ccc(F)c(F)c1 (stereo not drawn)
 : 0.2	-28	.	-2	4	-12	-0.3	0.8
31: O=C(NCCCN1CCOCC1)C(=O)N/N=C/c1ccccc1Cl
 : 0.0	.	2	-1	8	-4	-1.7	-1.2
32: CC1CCC(NC(=O)c2cccc(S(=O)(=O)NCc3ccccc3)c2)CC1 (stereo not drawn)
 : 0.0	.	-44	-3	3	-2	2.5	0.8
33: C=CCN(CC=C)Cc1nc(N)nc(Nc2ccccc2C)n1
 : 0.3	2	21	-1	3	-7	2.7	-0.1
34: CNC(=O)COC(=O)c1ccccc1NC(=O)c1ccco1
 : 0.0	7	15	3	5	-9	2.0	-0.1
35: O=C(N=C1SC2CS(=O)(=O)CC2N1c1ccc(Br)cc1F)C1CC1 (stereo not drawn)
 : 0.0	9	-3	2	8	7	-0.6	.
36: O=C(O)c1nn(CCOc2c(Cl)cccc2Cl)c(=O)c2ccccc12
 : 0.0	-6	24	3	-2	4	-1.4	-0.5
37: O=C(C[C@H]1CC[C@@H](NC(=O)NC2CCCCC2)[C@@H](CO)O1)NCc1ccc(Cl)cc1
 : 0.0	0	-4	0	-3	8	0.3	0.2
38: Cc1cc(-n2c(C)c3c(C)nnc(C)c3c2C)ccc1N
 : 0.0	.	.	4	10	66*	-1.4	0.0
39: Clc1ccc(N2CCOCC2)nn1
 : 0.0	.	5	0	6	-12	-0.6	.
40: Cc1cc(C)c2cc(CN(CCN(C)C)C(=O)Nc3ccccc3Cl)c(=O)[nH]c2c1
 : 0.1	.	12	-1	-1	-72	0.2	6.5

Further structures
The line under a structure holds: Xi reactivation	RAD54 branch	INS-1E GSIS act	Casp6 inh	DENV2 CPE rescue	RAD52 anneal inh	CFTR F508del cor	E-selectin induc
41: O=C(CN1CCSCC1)N/N=C/c1ccc(Cl)cc1
 : 0.0	.	-3	2	5	2	-4.4	1.0
42: C=CCn1c(SCC(=O)NCc2ccco2)nnc1C1CCCCC1
 : 0.0	1	-3	5	-7	7	2.0	.
43: COc1ccc(NC(=O)N(C)C[C@@H]2Oc3ccc(NC(=O)Cc4cn(C)c5ccccc45)cc3C(=O)N([C@@H](C)CO)C[C@@H]2C)cc1
 : -0.6	2	1	0	.	-8	-1.2	-1.7
44: C/C=C/c1ccc([C@@H]2[C@H](CO)N(C(=O)NCCC)[C@H]2CNC(=O)C2CCC2)cc1
 : 0.0	1	-11	.	-17	.	-1.5	-0.1
45: O=[N+]([O-])c1cccc(-c2nnc(CNC3CC3)o2)c1
 : 0.0	.	15	-4	-4	-14	-0.6	6.5
46: CC(C)(C)N(Cc1cc2ccccc2[nH]c1=O)C(=O)c1cccc([N+](=O)[O-])c1
 : -0.7	2	11	-1	11	-10	-0.2	.
47: C[C@@H]1CCCCO[C@@H](CN(C)Cc2ccc(C(F)(F)F)cc2)[C@@H](C)CN([C@H](C)CO)C(=O)c2cc(NC(=O)C3CCCCC3)ccc2O1
 : 0.0	-3	-4	.	31*	.	0.2	0.1
48: COCCn1c(-c2ccc(C)cc2)nc2oc3cc(OC)ccc3c(=O)c2c1=O
 : 0.4	10	-11	4	-1	-24	-4.0	0.2
49: Cc1cccn2c(=O)c3cc(C(=O)NCCc4ccccc4)c(=N)n(CC4CCCO4)c3nc12 (stereo not drawn)
 : 0.2	-3	28	6	-2	15	2.8	.
50: CSCCC1NC(=O)N(CC(=O)Nc2c(C(C)C)cccc2C(C)C)C1=O (stereo not drawn)
 : 0.3	-7	1	4	4	-8	-0.3	-1.6
51: COc1ccc(CC(N)c2csc(Nc3cnccn3)n2)cc1 (stereo not drawn)
 : -0.2	1	.	-2	3	4	-3.5	.
52: O=C(NCCO)Nc1ccc2nsnc2c1
 : 0.4	.	1	0	1	-14	-5.2	.
53: CCOC(=O)c1sc2ccccc2c1OC(=O)c1ccccc1OC
 : 0.0	5	-3	2	-2	-13	3.6	0.0
54: COc1ccc(C(=O)OCC(=O)NCC2CCCO2)cc1S(=O)(=O)N1CCCc2ccccc21 (stereo not drawn)
 : 0.0	.	-3	4	-2	-15	-0.8	.
55: C[C@@H]1CN([C@H](C)CO)C(=O)Cc2cc(NS(=O)(=O)c3cccs3)ccc2O[C@H]1CN(C)S(=O)(=O)c1ccc(F)cc1
 : 0.0	-10	15	2	24*	-1	0.5	0.3
56: CNC(=O)c1c(NC(=O)C2=COCCO2)sc2c1CCCC2
 : 0.0	20	-2	2	-10	8	0.2	1.0
57: CO[C@H]1CN(C)C(=O)c2cc(NC(=O)C3CC3)ccc2OC[C@@H](C)N(Cc2cncnc2)C[C@@H]1C
 : 0.1	0	0	7	-14	-14	-2.1	-0.1

Records 51–57, reprinted for reference:
The line under a structure holds: Xi reactivation	RAD54 branch	INS-1E GSIS act	Casp6 inh	DENV2 CPE rescue	RAD52 anneal inh	CFTR F508del cor	E-selectin induc
51: COc1ccc(CC(N)c2csc(Nc3cnccn3)n2)cc1 (stereo not drawn)
 : -0.2	1	.	-2	3	4	-3.5	.
52: O=C(NCCO)Nc1ccc2nsnc2c1
 : 0.4	.	1	0	1	-14	-5.2	.
53: CCOC(=O)c1sc2ccccc2c1OC(=O)c1ccccc1OC
 : 0.0	5	-3	2	-2	-13	3.6	0.0
54: COc1ccc(C(=O)OCC(=O)NCC2CCCO2)cc1S(=O)(=O)N1CCCc2ccccc21 (stereo not drawn)
 : 0.0	.	-3	4	-2	-15	-0.8	.
55: C[C@@H]1CN([C@H](C)CO)C(=O)Cc2cc(NS(=O)(=O)c3cccs3)ccc2O[C@H]1CN(C)S(=O)(=O)c1ccc(F)cc1
 : 0.0	-10	15	2	24*	-1	0.5	0.3
56: CNC(=O)c1c(NC(=O)C2=COCCO2)sc2c1CCCC2
 : 0.0	20	-2	2	-10	8	0.2	1.0
57: CO[C@H]1CN(C)C(=O)c2cc(NC(=O)C3CC3)ccc2OC[C@@H](C)N(Cc2cncnc2)C[C@@H]1C
 : 0.1	0	0	7	-14	-14	-2.1	-0.1

Compound activity deposited in PubChem BioAssay by Broad Institute.
